High-throughput results (PubChem)
Wnt act: activates Wnt/beta-catenin signaling in a reporter cell assay; activator, plate reader; activation, % at 9.35 µM; 1.2% of 300,000 active; AID 743398; in the data active means activation above about 30%, passing the limit was not always enough; inconclusive means no clear call, values can overlap the other calls;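 further: 0% = neutral control wells and 100% = positive control wells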
PvdQ acylase: blocks Pseudomonas aeruginosa PvdQ acylase activity; purified PvdQ acylase, fluorescence plate reader; inhibition, % at 10 µM; 0.063% of 340,000 active; in the data active means inhibition above about 30%, passing the limit was not always enough; inconclusive means no clear call, values can overlap the other calls;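 further: 0% = vehicle neutral wells and 100% = reference inhibitor wells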
CAL PDZ FP: inhibitors of human CAL PDZ peptide binding; AID 504414; Q9HD26; purified CAL PDZ, TMR-peptide fluorescence polarization, 1 h; inhibition, % at 20 µM; 0.02% of 330,000 active;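 active means highest replicate inhibition of at least 40%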;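 further: plate controls were DMSO neutral control wells for no effect and unlabeled competitor peptide control wells for full effect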
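material = purified tagged CAL PDZ domain construct (CerCALP) | buffer or medium = sodium phosphate/NaCl buffer pH 7.4 with TCEP, IgG, Thesit | reagent = TMR-labelled reporter peptide T*-PRC34 bound in PDZ groove | incubation = 1 h room-temperature incubation prior to read | measured by = fluorescence polarization (mP) | evaluation = percent inhibition from loss of millipolarization | control set = unlabelled peptide and DMSO controls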
Tat export inh: E. coli Tat transport inhibition; E. coli MC4100 TorA-mCherry Tat export, fluorescence; inhibition, % at 10 µM; 0.036% of 340,000 active;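 active means mean replicate inhibition at least 50% and at least half of replicates individually reaching 50%; inconclusive means only one of the two criteria met; inactive means neither criterion met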;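 further: exported cargo escapes ClpAP degradation while cytoplasmic cargo is degraded and loses fluorescence; 0% = median of neutral control wells and 100% = median of NaSCN control wells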
PfHsp90 set2: growth inhibition of yeast expressing Plasmodium Hsp90; inhibition, % at 9.4 µM; S. cerevisiae expressing PfHsp90, BacTiter-Glo ATP, 48 h; yeast lacking PDR1 and PDR3 efflux regulators; 0.32% of 310,000 active;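 active means every replicate shows inhibition above about 80%, whatever the replicate mean, limit read from the data; inconclusive means mean inhibition reaches the set limit but some replicate falls short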;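 further: 0% = DMSO neutral controls and 100% = 20 µM radicicol positive controls; yeast relying on Plasmodium falciparum Hsp90 in place of its own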
DAGLB inhibitor: diacylglycerol lipase beta (human) inhibition; HEK293T DAGLB membrane lysate, EnzChek fluorogenic substrate; inhibition, % at 5.17 µM; 0.059% of 340,000 active; AID 504411; in the data active means inhibition above about 34%;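 further: 0% = enzyme with vehicle and 100% = wells lacking enzyme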
Target sequence (Q8NCG7 whole entry, looked up): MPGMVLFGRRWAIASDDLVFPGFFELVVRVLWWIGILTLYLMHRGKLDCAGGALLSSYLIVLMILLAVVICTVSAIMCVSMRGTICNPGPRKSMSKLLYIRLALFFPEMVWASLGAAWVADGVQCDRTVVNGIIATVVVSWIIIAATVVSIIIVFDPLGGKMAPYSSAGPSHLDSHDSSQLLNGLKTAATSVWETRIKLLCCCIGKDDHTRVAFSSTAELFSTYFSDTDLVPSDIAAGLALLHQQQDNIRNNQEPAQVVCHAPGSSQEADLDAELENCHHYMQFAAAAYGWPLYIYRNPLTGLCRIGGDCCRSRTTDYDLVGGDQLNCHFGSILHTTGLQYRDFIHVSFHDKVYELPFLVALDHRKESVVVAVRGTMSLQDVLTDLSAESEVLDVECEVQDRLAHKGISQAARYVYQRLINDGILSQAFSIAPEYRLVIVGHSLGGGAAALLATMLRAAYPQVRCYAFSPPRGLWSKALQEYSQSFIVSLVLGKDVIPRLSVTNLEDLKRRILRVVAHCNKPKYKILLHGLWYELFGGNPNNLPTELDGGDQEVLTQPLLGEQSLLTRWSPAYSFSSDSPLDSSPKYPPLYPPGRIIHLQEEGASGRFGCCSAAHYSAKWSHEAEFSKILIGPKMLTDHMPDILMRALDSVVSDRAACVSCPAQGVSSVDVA
Rtt109 HAT inh: inhibitors of Candida albicans Rtt109/Vps75 histone acetyltransferase | Q5AAJ8 | purified Rtt109/Vps75, ThioGlo CoA-SH fluorescence, 4 h | inhibition, % at 34.9 µM | 0.16% of 330,000 active | AID 540336;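 active means inhibition of at least 50% in every replicate; inconclusive means best replicate reaches 50% inhibition but some replicates fall short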
Target sequence (Q5AAJ8 whole entry, looked up): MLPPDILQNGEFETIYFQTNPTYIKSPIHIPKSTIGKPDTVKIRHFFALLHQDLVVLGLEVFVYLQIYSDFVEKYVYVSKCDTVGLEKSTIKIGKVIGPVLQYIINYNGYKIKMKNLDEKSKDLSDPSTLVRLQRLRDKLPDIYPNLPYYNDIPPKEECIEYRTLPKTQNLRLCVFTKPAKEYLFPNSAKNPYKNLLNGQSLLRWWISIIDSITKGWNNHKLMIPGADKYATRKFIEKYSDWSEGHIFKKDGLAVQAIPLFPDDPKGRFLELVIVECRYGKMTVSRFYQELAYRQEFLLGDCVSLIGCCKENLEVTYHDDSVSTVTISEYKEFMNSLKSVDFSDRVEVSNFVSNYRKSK
phage Ecoli inh: E. coli growth loss with phage present. growth absorbance. AID 651602. 0.26% of 360,000 active. inhibition, % at 11.9 µM; in the data active means inhibition above about 11%
AddAB inh: less growth of phage-infected E. coli with AddAB; E. coli expressing H. pylori AddAB, absorbance growth; inhibition, % at 11.9 µM; 0.29% of 330,000 active; AID 435030; in the data active means inhibition above about 12%;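 further: 0% = vehicle wells of infected cells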
Ecoli viability: bacterial growth inhibition, counter-screen for AddAB inhibitors. E. coli V3065 growth, OD600 absorbance, 18 h. inhibition, % at 11.9 µM. 0.27% of 330,000 active;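 active means inhibition above the campaign's mean inhibition across all tested compounds plus 3 SD, cut at about 9.9% in these data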;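 further: uninfected addAB+ strain grown without phage in ampicillin broth; 0% = DMSO wells and 100% = ciprofloxacin 0.95 µg/ml wells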
The depositor's hits bear a star; ? = inconclusive; · = not tested or not shown.

The opening 4 compounds, ahead of the listing:
SMILES	Wnt act	PvdQ acylase	CAL PDZ FP	Tat export inh	PfHsp90 set2	DAGLB inhibitor	Rtt109 HAT inh	phage Ecoli inh	AddAB inh	Ecoli viability
COc1ccc(C2C(C#N)=C(C)NC(C)=C2C(=O)OC(C)C)c(OC)c1 (stereo unspecified)	-1	-4	-7.1	4	-72	0	-19	3.8	1.1	-1.3
O=C(O)CC(SCC(=O)NC1CCCc2ccccc21)C(=O)O (stereo unspecified)	1	2	-0.2	1	-15	-1	-4	1.5	-1.5	-0.4
COc1ccc(OC)c(C2C(C(=O)c3ccc(C)o3)=C(O)C(=O)N2CCN2CCOCC2)c1 (stereo unspecified)	0	-11	-2.8	-2	20	-1	-5	2.3	5.7	-3.0
CCc1nnc(NC(=O)C2CCN(C(=O)NC3CCCCC3)CC2)s1	2	-3	-0.5	-2	1	-2	-5	1.9	2.9	0.6

The whole of this part, from the first entry:
SMILES	Wnt act	PvdQ acylase	CAL PDZ FP	Tat export inh	PfHsp90 set2	DAGLB inhibitor	Rtt109 HAT inh	phage Ecoli inh	AddAB inh	Ecoli viability
COc1ccc(C2C(C#N)=C(C)NC(C)=C2C(=O)OC(C)C)c(OC)c1 (stereo unspecified)	-1	-4	-7.1	4	-72	0	-19	3.8	1.1	-1.3
O=C(O)CC(SCC(=O)NC1CCCc2ccccc21)C(=O)O (stereo unspecified)	1	2	-0.2	1	-15	-1	-4	1.5	-1.5	-0.4
COc1ccc(OC)c(C2C(C(=O)c3ccc(C)o3)=C(O)C(=O)N2CCN2CCOCC2)c1 (stereo unspecified)	0	-11	-2.8	-2	20	-1	-5	2.3	5.7	-3.0
CCc1nnc(NC(=O)C2CCN(C(=O)NC3CCCCC3)CC2)s1	2	-3	-0.5	-2	1	-2	-5	1.9	2.9	0.6
Cc1ccc2nc(SCC(=O)Nc3nnc(SCC(N)=O)s3)[nH]c2c1	-4	-20	-1.3	11	-23	-2	6	2.8	1.4	-0.1
N#CCC(=O)c1sccc1-n1cccc1	0	-1	-1.1	0	2	9	2	3.8	1.0	-1.4
CCCn1nc(NS(=O)(=O)c2ccccc2)c2cc3cc(C)ccc3nc21	·	-4	-3.0	-5	-11	0	-1	-0.5	3.5	3.4
CCOC(=O)c1c(C)[nH]c(C(=O)CSc2nc3ccccc3o2)c1C	-2	-1	-0.9	2	-11	-2	7	0.3	1.1	0.3
CCCn1nnnc1NCc1ccccc1OCC	-1	4	-2.6	1	0	2	-2	3.1	3.2	-1.9
CCOC(=O)N1CCC(N2C(=O)c3ccc(C(=O)Nc4ccc(OC)cc4)cc3C2=O)CC1	0	-14	-2.0	2	-7	-1	-6	-0.3	3.7	-1.9
Nc1ncnc(Sc2ncccn2)c1[N+](=O)[O-]	-9	6	-3.1	-13	6	-3	8	2.3	·	·
O=[N+]([O-])c1cccc(CN2CCN(c3cccc4[nH]ccc34)CC2)c1	2	10	-0.1	6	5	-2	6	1.1	-1.0	-2.8
O=C(NCCCl)Nc1ccc(Cl)c([N+](=O)[O-])c1	-1	-12	-0.3	2	0	-1	8	4.4	3.3	0.5
Cc1nn(C2CCCCC2)c(N)c1-c1ccccc1	·	-2	·	2	20	-1	3	0.5	-2.2	-0.3
O=S(=O)(NOCc1ccc(Cl)cc1)c1ccc(Cl)cc1	-2	-5	-0.5	5	-33	-6	2	1.4	0.7	-1.0
COC(=O)c1ccc(Cn2cnc3c(Cl)ncnc32)cc1	-8	1	-1.0	5	7	-2	-9	4.4	·	·
COc1cc(/C=N/NC(=O)CCn2nnc3ccccc32)ccc1O	-1	-7	-0.1	-11	-16	0	-9	4.9	3.8	0.6
COc1ccccc1/C=N/OC(=O)c1ccc(C)cc1	0	-1	19	-3	13	-17	1	4.1	0.3	0.4
Cc1cc(C)c(C(=O)/C=C/c2cccc3ccccc23)c(=O)[nH]1	-6	-6	0.7	3	-1	9	0	0.9	1.2	-0.2
CC1CC(NC(=O)c2cnc3n(c2=O)CCS3)CC(C)(C)C1 (stereo unspecified)	0	-5	-0.3	9	-13	-2	-2	0.5	1.8	-0.6
COc1ccccc1C(=O)NCCC(=O)NC1=NCCS1	-1	-6	0.1	5	25	0	-23	-0.4	2.0	-0.9
CC(=O)Nc1ccc(S(=O)(=O)N(C)CC(=O)OC2CCCCC2=O)cc1 (stereo unspecified)	2	-1	-1.0	-3	-7	-1	2	4.8	2.4	1.8
CN(CCCNC(=O)c1ccc(N2CCCC2=O)cc1)c1ccccc1	·	-8	1.0	0	11	2	-15	4.4	-1.2	2.0
O=C(NCc1ccco1)c1ccc(F)c(S(=O)(=O)N2CCCCC2)c1	0	-12	-0.4	-7	18	-3	-12	4.0	5.5	3.1
O=C1CC(Sc2ncn[nH]2)C(=O)N1c1ccccc1 (stereo unspecified)	-1	-24	·	5	-8	0	-8	1.8	1.9	-0.8
CCOC(=O)c1ccc(Oc2c(C)oc3cc(OS(C)(=O)=O)ccc3c2=O)cc1	-2	-9	-0.6	2	29	-2	-9	1.8	5.5	0.2
CCc1nnc(NC(=O)c2c(O)c3c([nH]c2=O)CCCC3)s1	3	-8	-2.3	-1	-17	-2	2	4.3	5.5	1.8
CCOCCCNC(=O)N[C@@H](Cc1ccccc1)C(=O)OC	-3	0	0.3	-5	16	2	4	2.7	-0.2	1.7
Fc1ccccc1-c1n[nH]c(=S)n1CC1CCCO1 (stereo unspecified)	-13	-13	-0.1	-3	-3	-1	4	4.0	1.6	-0.4
COc1ccc(C2=NN3C(C2)c2ccccc2OC32C(=O)N(C)c3ccccc32)cc1 (stereo unspecified)	·	-12	-1.7	8	23	-2	4	2.9	3.4	2.4
COc1cc(/C=N/NC(=O)c2cccnc2)ccc1OCC(=O)Nc1c(C)cc(C)cc1C	-2	-5	-2.9	5	-2	3	·	3.2	0.3	0.5
C=CC[C@H](CC(=O)NCCO)C(=O)N[C@@H](COC(=O)[C@H](CC=C)CC(=O)OC(C)(C)C)Cc1c[nH]c2ccccc12	0	-10	0.1	0	4	5	6	2.5	0.7	-1.2
Cc1cccc(NC(=O)CN2C(=O)N/C(=C/c3cc(C)n(C(C)C)c3C)C2=O)c1	·	-5	-2.4	2	-52	1	-5	2.4	-0.9	0.7
Cc1nn(C)c(Oc2cccc(C(F)(F)F)c2)c1C=O	0	-5	-0.9	-6	-130	-1	6	3.6	1.1	2.8
COc1ccc(NC(=O)c2cc(S(=O)(=O)N(Cc3ccccc3)c3ccccc3)ccc2Cl)cn1	-1	-17	-0.4	6	-25	-6	-1	4.6	0.7	0.4
CCN(CC)CCNC(=O)Cn1cnc2sc(C)c(S(=O)(=O)N3CCN(c4ccccc4OC)CC3)c2c1=O	-1	-11	-1.7	-4	0	1	7	0.6	0.2	-0.6
O=C(CCNS(=O)(=O)c1ccc(Br)s1)N1CCCCC1	-2	-13	-2.7	-1	14	3	-19	1.7	2.3	-1.2
CC(c1ccccc1)C1C(C#N)=C(N)SC(N)=C1C#N (stereo unspecified)	·	-6	-0.8	-22	-25	-2	-6	3.3	1.8	-1.3
COc1cccc(OCC(O)CN2CCN(c3ncccn3)CC2)c1 (stereo unspecified)	-1	-18	0.2	-6	-12	-2	-4	3.8	0.3	-1.0
COc1ccc(Cl)cc1NC(=O)CN(C)CC(=O)NC(C)c1ccccc1 (stereo unspecified)	-1	-8	10	-4	17	-1	-3	1.4	1.6	1.8
CCN1C(=O)S/C(=C\c2ccc(N3CCOCC3)cc2C)C1=O	81*	-1	0.3	-5	2	-1	24	2.9	0.9	-2.2
O=C(Nc1ccc(N2C(=O)CCC2=O)cc1Cl)c1cccs1	11	-3	0.5	-7	-11	1	-2	5.6	-0.3	4.0
O=c1[nH]c(/C=C/c2ccccc2Cl)c([N+](=O)[O-])c(=O)[nH]1	0	-9	-21	5	-46	7	7	0.2	·	·
O=C(c1cccs1)N1CCN(c2nc3c(F)cc(F)cc3s2)CC1	1	-3	-1.9	7	18	-12	1	3.0	-1.7	0.2
O=C(CCN1C(=O)/C(=C/C=C/c2ccccc2)SC1=S)Nc1ccccn1	2	-14	-0.2	-12	-25	6	-9	2.4	-0.3	-1.2
Cc1cc(C(=O)N2CCCC(N3CCN(c4cccc(C(F)(F)F)c4)CC3)C2)c(C)o1 (stereo unspecified)	-1	-11	-2.7	2	-5	-4	-3	0.9	3.2	0.9
O=C(CCn1c(=S)oc2ccccc21)Nc1cc([N+](=O)[O-])ccc1F	2	-1	-0.8	-2	2	-4	-3	0.9	0.2	-1.0
CCN(CC)S(=O)(=O)c1ccc(NC(=O)c2cnc(C)cn2)cc1	-1	3	0.1	12	0	-4	3	4.9	-0.7	0.6
N/C(Cc1cccs1)=N\OC(=O)COc1ccccc1Cl	-2	-12	-0.2	1	23	-7	-12	3.1	3.7	0.9
COc1ccc(-n2nc(C(=O)NCC(=O)N3CCN(c4ccccc4F)CC3)c3ccccc3c2=O)cc1OC	4	7	-2.8	3	12	-2	6	0.1	2.9	-1.2

(further entries)
SMILES	Wnt act	PvdQ acylase	CAL PDZ FP	Tat export inh	PfHsp90 set2	DAGLB inhibitor	Rtt109 HAT inh	phage Ecoli inh	AddAB inh	Ecoli viability
O=c1c(C(c2ccccc2)c2c(O)nc3n(c2=O)CCS3)c(O)nc2n1CCS2	-3	-9	-2.7	-3	-26	0	1	2.6	-1.9	-1.6
O=C(NCc1ccccc1)N1CCn2c(nc3ccccc32)C1	1	-12	-0.1	-5	9	-2	0	4.1	0.2	-1.8
O=C(NCCc1ccc(Cl)cc1)c1cccnc1	4	-4	0.2	-5	·	1	-1	1.4	-2.9	-2.2
CCN(CC)C(=N)N1c2ccccc2CCC1C (stereo unspecified)	-1	0	-1.9	-4	·	2	1	-0.1	4.8	0.0
CCCc1nnc(NC(=O)Cn2cnc3ccccc3c2=O)s1	-2	?	1.0	-8	12	4	9	1.8	-2.3	0.9
Cc1cc(C)cc(N(CC(=O)N2CCC(C)CC2)S(C)(=O)=O)c1	·	-9	0.2	4	0	2	·	2.2	-2.1	1.7
Cc1cnc(C(=O)OCC(=O)Nc2ccc(C)c(S(=O)(=O)N3CCOCC3)c2)cn1	-4	-16	0.6	5	·	2	-7	-1.2	0.3	-1.6
O=C(COC(=O)CCc1c[nH]c2ccccc12)NCc1ccc2c(c1)OCO2	-1	-8	-0.3	8	20	2	-1	2.5	1.3	1.9
O=C(CCc1nc2ccccc2[nH]1)Nc1ccccc1F	-3	-13	-0.3	-4	23	0	7	2.0	0.6	4.3
Cc1cnc(C(=O)OCC(=O)NCc2ccccc2)cn1	-2	-10	-1.3	1	·	0	-5	2.9	0.7	1.0

Record cards (already shown). Screens in order: Wnt act, PvdQ acylase, CAL PDZ FP, Tat export inh, PfHsp90 set2, DAGLB inhibitor, Rtt109 HAT inh, phage Ecoli inh, AddAB inh, Ecoli viability
`CC(c1ccccc1)C1C(C#N)=C(N)SC(N)=C1C#N` (stereo unspecified) is listed as ·, -6, -0.8, -22, -25, -2, -6, 3.3, 1.8, -1.3
`CCN(CC)CCNC(=O)Cn1cnc2sc(C)c(S(=O)(=O)N3CCN(c4ccccc4OC)CC3)c2c1=O` is listed as -1, -11, -1.7, -4, 0, 1, 7, 0.6, 0.2, -0.6
`O=C(NCc1ccccc1)N1CCn2c(nc3ccccc32)C1` is listed as 1, -12, -0.1, -5, 9, -2, 0, 4.1, 0.2, -1.8
